Bioassay records: PubChem, several laboratories
Rpn11 inh = blocks the human proteasome subunit Rpn11; O00487; human 26S proteasome, Ub4-pepOG fluorescence polarization; 20S core pre-blocked with epoxomicin; calls only at 20 µM; actives 0.59% (n = 360,000); AID 588493;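 active = inhibition at 20 µM, scaled to each plate's controls, above about 33%, limit read from the data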
Target sequence (O00487 whole entry, looked up): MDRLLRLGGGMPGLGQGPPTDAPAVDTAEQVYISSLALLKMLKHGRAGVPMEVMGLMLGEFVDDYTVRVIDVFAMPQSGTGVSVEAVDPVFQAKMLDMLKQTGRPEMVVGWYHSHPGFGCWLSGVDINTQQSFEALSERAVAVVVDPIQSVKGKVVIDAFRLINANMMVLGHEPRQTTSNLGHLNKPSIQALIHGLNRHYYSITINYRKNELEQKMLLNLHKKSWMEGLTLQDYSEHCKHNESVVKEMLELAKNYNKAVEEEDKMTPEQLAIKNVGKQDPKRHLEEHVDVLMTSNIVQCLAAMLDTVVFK
FAS-TE inh = FAS thioesterase (human) inhibition; recombinant FAS-TE, OMFH fluorogenic substrate, fluorescence endpoint; inhibition, % at 15 µM; actives 0.67% (n = 360,000); AID 602261;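 active = compounds whose normalised, plate-corrected inhibition of enzyme fluorescence in the single-dose primary screen is 50% or more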;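 also: 0% = DMSO with enzyme and 100% = substrate without enzyme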
NadD inh = NadD (S. aureus) enzyme inhibition. purified NadD enzyme, colorimetric absorbance read-out. inhibition, % at 20 µM. actives 0.78% (n = 360,000). AID 602399; in the data active = inhibition above about 26%; also: some compounds past the cut are filed as inactive
SKN-1 inh = inhibitors of C. elegans SKN-1; C. elegans VP596 Pgst-4::GFP/RFP ratio, acrylamide-induced, 24 h; inhibition, % at 21.8 µM; actives 0.49% (n = 360,000); AID 624304;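 active = interference check ratio from 0.5 to 1.5 plus GFP to RFP signal ratio inhibition reaching or exceeding a fixed threshold, cut at about 30% in these data, passing the limit was not always enough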; also: some compounds called inactive have numbers as strong as hits
CSN inh = CSN deneddylation inhibition; Purified CSN, SCF-Nedd8-OG deneddylation, fluorescence polarization; inhibition, % at 12.5 µM; actives 0.38% (n = 360,000); AID 651999;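 active = pattern-corrected inhibition above about 35%, with an unprinted fluorescence ratio check between 0.5 and 1.5, limit read from the data, passing the limit was not always enough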;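 also: 0% = enzyme with substrate and 100% = substrate without enzyme; some results filed as inactive read as strong as hits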
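Assay system: purified human Csn5 enzyme expressed in HEK293T cells; measure: % inhibition; also added: SCFSkp2-Nedd8OG substrate at 10 nM final; technique: fluorescence polarization; times: reaction 90 min, room temperature; medium: Tris buffer pH 7.5, NaCl, DTT, Tween-20, trehalose, ovalbumin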
MLLE-PAM2 inh = inhibitors of microRNA-mediated deadenylation, human PABP1 MLLE binding; inhibition, % at 20 µM; actives 0.36% (n = 360,000); GST-MLLE / FITC-PAM2 fluorescence polarization; AID 588489; P11940; in the data active = inhibition above about 35%, passing the limit was not always enough;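 also: plate controls were DMSO wells with GST-MLLE for no effect and wells lacking GST-MLLE protein for full effect; some results filed as inactive read as strong as hits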
Target sequence (P11940 whole entry, looked up): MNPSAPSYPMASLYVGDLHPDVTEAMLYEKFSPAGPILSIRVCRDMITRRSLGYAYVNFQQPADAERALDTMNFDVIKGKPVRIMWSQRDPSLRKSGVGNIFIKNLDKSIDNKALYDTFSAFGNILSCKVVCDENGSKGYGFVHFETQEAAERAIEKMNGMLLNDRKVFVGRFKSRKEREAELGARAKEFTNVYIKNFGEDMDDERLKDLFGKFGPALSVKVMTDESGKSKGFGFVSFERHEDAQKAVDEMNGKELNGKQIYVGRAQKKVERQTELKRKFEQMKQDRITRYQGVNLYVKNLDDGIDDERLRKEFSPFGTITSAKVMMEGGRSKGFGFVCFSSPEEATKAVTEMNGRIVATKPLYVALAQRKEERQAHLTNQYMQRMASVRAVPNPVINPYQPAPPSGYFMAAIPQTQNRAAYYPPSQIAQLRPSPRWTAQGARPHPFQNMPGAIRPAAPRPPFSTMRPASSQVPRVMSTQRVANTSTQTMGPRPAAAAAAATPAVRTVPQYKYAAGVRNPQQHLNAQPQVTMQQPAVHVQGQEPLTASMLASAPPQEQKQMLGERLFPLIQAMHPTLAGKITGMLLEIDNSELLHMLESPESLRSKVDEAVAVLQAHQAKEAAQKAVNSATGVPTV
Rin1 Abl inh = blocks binding of human Rin1 to Abl. TR-FRET Rin1/Abl binding, biochemical. inhibition, % at 7.35 µM. actives 0.4% (n = 360,000). AID 588664; in the data active = inhibition above about 5%, passing the limit was not always enough
MT1-MMP act inh = blocks activation of human MT1-MMP; GFP/RFP ratio change, % at 20 µM; actives 0.061% (n = 360,000); HT1080 RFP-PRO-GFP cells, GFP/RFP ratio fluorescence, overnight; percent of plate control window, DMSO zero;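 active = GFP/RFP ratio change of at least 30% with cell ATP level not reduced by more than half and red fluorescence within 50% of control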; also: strong numbers were not always called active
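Material: RFP-PRO-GFP reporter HT1080 cells. Dosing: single-point 20 µM compound, 1% DMSO. Controls: DMSO and RFP-L50D-GFP cell wells. Timing: cells overnight before dosing, compound overnight, 37 °C, 5% CO2. Measure: GFP/RFP fluorescence ratio.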
Neddyl block = cullin neddylation inhibition | P61081+Q13564 | TR-FRET cullin neddylation, biochemical | calls only at 25 µM | actives 0.58% (n = 360,000); in the data active = inhibition above about 36%
Starred values were filed as active, the others as inactive; i = inactive; · = not tested or not shown. Rows were taken by chance (roughly 3.9% active in at least one column).

SMILES	Rpn11 inh	FAS-TE inh	NadD inh	SKN-1 inh	CSN inh	MLLE-PAM2 inh	Rin1 Abl inh	MT1-MMP act inh	Neddyl block
Cc1cc(C)n(-c2ccc(C(=O)OCC(=O)Nc3ccc(S(N)(=O)=O)cc3)cc2)n1	i	-4	2	15	5	-1	-1	1	i
Cc1cc(-c2ccc(C)c(S(=O)(=O)NCCCN(Cc3ccccc3)C(C)C)c2)on1	i	7	-8	9	9	3	3	2	i
N/C(=N\OS(=O)(=O)c1ccc(Cl)cc1)c1cccnc1	i	-14	1	3	-6	1	-2	4	i
CC(C)(C)N(Cc1ccccc1)C(=O)CSc1ncn[nH]1	i	-15	-5	-2	-4	-4	4	-1	i
CCc1nc(SCC(=O)Nc2ccccc2C)n[nH]1	i	-3	1	-3	-1	12	0	-5	i
COc1cccc(C2=CC(=O)CC(C)(C)C2)n1	i	-7	1	16	1	3	0	-9	i
Cc1ccc(C)c(NC(=O)CN(C)C(=O)Cc2coc3cc(C)c(C)cc23)c1	i	0	3	12	0	1	0	5	i
Cn1c(CNC2CCCCC2)c(C#N)c2ccccc21	i	6	-7	3	-3	5	2	1	i
Cc1noc(C)c1C(=O)Nc1ccc(F)cc1F	i	-2	0	9	-2	1	1	-11	i
O=S(=O)(N/N=C/c1cccc(OC2CSC2)c1)c1ccccc1	i	-3	-5	7	5	-28	3	-5	i
COc1ccccc1N1CCN(Cc2ccc(C(=O)O)cc2)CC1	i	-3	1	15	4	9	-2	-2	i
C/C(=N\O)C(C)(C)Nc1ccc(Br)cc1	i	-6	-6	7	5	0	0	1	i
COc1ccc(CNS(=O)(=O)c2ccc(C3CNC(=O)C3)cc2)cc1 (stereo not drawn)	i	-3	-4	-9	0	0	-1	0	i
CSCCCN1CCCC(CO)(Cc2ccc(F)cc2)C1 (stereo not drawn)	i	-1	-3	-1	-5	-1	1	2	i
CCOc1ccc(Br)cc1C1C(C(=O)OC)=C(N)Oc2cc(N(C)C)ccc21 (stereo not drawn)	i	15	12	6	14	-4	0	-19	i
O=C(NCc1cccc(C(F)(F)F)c1)c1ccc2sc(C3=C[C@@H](O)[C@@H](O)[C@@H](CO)O3)nc2c1	i	-12	0	22	7	-10	1	-2	i
CCCCOc1ccc(C(=O)N2CC(C)OC(C)C2)cc1 (stereo not drawn)	i	-4	-1	-7	-8	-1	3	1	i
COc1cc(NC(=O)c2cc(C)no2)c(OC)cc1Cl	i	-3	-1	14	5	-11	4	0	·
COc1ccccc1OCc1cc(C(=O)N(C)CCC2CCOCC2)no1	i	-4	-1	4	-4	-6	0	-6	i
O=S(=O)(c1ccc(F)cc1)N1CCCC(CO)C1 (stereo not drawn)	i	-6	-4	-9	4	-4	2	-1	i
O=C(Cn1cncn1)c1ccc(Cl)cc1	i	-3	1	12	0	-4	1	-8	i
CCOc1ccc(Cl)cc1CNc1nnnn1CC	i	-4	4	14	1	3	-2	1	i
COc1ccccc1NC(=O)c1cc(N)cc(C(=O)Nc2ccccc2OC)c1	i	3	-3	9	1	-3	2	2	i
C=C(C)C(=O)Nc1cccc(C2=NOC3(C2)C[C@@H](C(N)=O)N(C(=O)C(=C)C)C3)c1 (stereo partly drawn)	i	-11	-7	3	21	7	-1	3	i
CCN(CC)C(=O)Sc1cccc2cccnc12	i	-8	-2	-6	0	6	-3	-4	i

Part of the list above in order of SMILES length, falling.
SMILES	Rpn11 inh	FAS-TE inh	NadD inh	SKN-1 inh	CSN inh	MLLE-PAM2 inh	Rin1 Abl inh	MT1-MMP act inh	Neddyl block
Cc1ccc(C)c(NC(=O)CN(C)C(=O)Cc2coc3cc(C)c(C)cc23)c1	i	0	3	12	0	1	0	5	i
COc1ccccc1NC(=O)c1cc(N)cc(C(=O)Nc2ccccc2OC)c1	i	3	-3	9	1	-3	2	2	i
COc1cc(NC(=O)c2cc(C)no2)c(OC)cc1Cl	i	-3	-1	14	5	-11	4	0	·
C/C(=N\O)C(C)(C)Nc1ccc(Br)cc1	i	-6	-6	7	5	0	0	1	i

(cont.)
SMILES	Rpn11 inh	FAS-TE inh	NadD inh	SKN-1 inh	CSN inh	MLLE-PAM2 inh	Rin1 Abl inh	MT1-MMP act inh	Neddyl block
CCOC(=O)c1ccc(NC(=O)C(CC)CC)cc1	i	-4	5	6	3	-4	-4	2	i
COc1cc2c(cc1OC)CN(Cc1ccc(C)cc1)CC2	i	1	-6	29	-1	-14	1	-4	i
CC1=C(C(=O)OCCCBr)C(c2ccc3c(c2)OCO3)NC(=O)N1 (stereo not drawn)	i	1	-1	15	-3	-12	0	4	i
CCOc1ccc(NC(=S)NS(=O)(=O)c2cc(Br)ccc2OCC)cc1	i	2	-1	23	6	27	-1	3	i
CC(C)(C)c1ccc(/C=N/OCC(=O)NCc2ccc(F)cc2)cc1	i	45	1	3	2	-4	3	-2	i
CCOC(=O)[C@]12CCCC=C1N(Cc1ccco1)C(=O)[C@H](CC(=O)NCCC(C)C)C2	·	-5	-7	27	-4	·	·	2	i
COCCn1cc(C(=O)c2ccccc2OCC(=O)Nc2cc(C)on2)cc(C#N)c1=O	i	-4	-8	-3	7	11	-2	-3	i
COc1cccc(-n2ccn(CC(=O)NCCc3ccccc3)c(=O)c2=O)c1	i	-9	-5	-20	-1	6	2	5	i
O=C(c1ccc(F)cc1)N1CCC2(CC1)NCCc1[nH]cnc12	i	-6	1	-1	-3	-3	-3	0	i
COc1cccc(CNC(=O)c2ccc(NC(=O)C3CCCO3)cc2)c1 (stereo not drawn)	i	-2	1	-4	5	3	3	-2	i
O=C(Nc1nc2ccccc2s1)C1CCCO1 (stereo not drawn)	i	-8	-2	-10	-1	-2	0	1	i
CC(=O)Nc1ccc(C2=NNC(=Nc3cccc(S(=O)(=O)N(C)C)c3)SC2)cc1	i	-114	8	1	3	-33	4	2	i
O=C(NCc1cccnc1)C(=O)NCC(c1ccco1)N1CCN(c2ccccc2)CC1 (stereo not drawn)	i	-2	-3	-4	3	4	3	2	i
Cc1ccc(C)c(OCC(=O)NC(Cc2c[nH]c3ccccc23)C(=O)O)c1 (stereo not drawn)	i	-2	2	-6	-3	11	-3	-2	i
O=C(Nc1nccs1)c1ccc(S(=O)(=O)NCC2CCCCC2)cc1	i	11	-8	20	-10	3	0	5	i
COC(=O)CCCC1=CC2=CC(=O)C(C)(OC(=O)c3cccs3)C(=O)C2=CN1c1cccc(C#N)c1 (stereo not drawn)	i	-9	11	11	-3	15	-2	-1	i
O=C(NC1CCSC1=O)C1CC(=O)N(c2ccc(F)cc2)C1 (stereo not drawn)	i	-4	4	17	6	-4	3	4	i
COc1ccccc1Cc1c(-c2cccc(Cl)c2)nc2ccc(C)cn12	i	20	1	5	5	-13	0	0	i
COc1ccccc1NC(=O)Cn1c(CCC(=O)O)ccc1-c1ccc(C)cc1	i	3	1	6	-11	-18	-1	-2	i
CC1CCCN(CCCNC(=O)c2cn(C)c3ccc(S(=O)(=O)N(C)C4CCCCC4)cc3c2=O)C1 (stereo not drawn)	i	-3	-4	16	-5	-13	-2	-5	i
CN(C)c1cccc(C(=O)N2CCC(n3nccc3NC(=O)C3CCOC3)CC2)c1 (stereo not drawn)	i	-6	2	10	-1	14	3	3	i
CCOC1CCCC(n2cnc3c(=S)nc[nH]c32)O1 (stereo not drawn)	i	-8	2	12	2	17	0	-3	i
CCn1c(=NC(=O)c2ccc(S(=O)(=O)N3CCOCC3)cc2)sc2cccc(OC)c21	i	20	-5	25	3	8	1	-4	i
Cc1nn(C(C)C(=O)N2CCCC2)c(=O)c2nn(-c3ccccc3)c(C)c12 (stereo not drawn)	i	-2	-6	7	5	-2	-2	2	i
O=C(O)CC(c1cccc(C(F)(F)F)c1)N1CCS(=O)(=O)CC1 (stereo not drawn)	i	-4	12	8	5	2	2	-1	i

An excerpt of these results, bar-delimited:
SMILES | Rpn11 inh | FAS-TE inh | NadD inh | SKN-1 inh | CSN inh | MLLE-PAM2 inh | Rin1 Abl inh | MT1-MMP act inh | Neddyl block
CC(C)(C)c1ccc(/C=N/OCC(=O)NCc2ccc(F)cc2)cc1 | i | 45 | 1 | 3 | 2 | -4 | 3 | -2 | i
CCOC(=O)[C@]12CCCC=C1N(Cc1ccco1)C(=O)[C@H](CC(=O)NCCC(C)C)C2 | · | -5 | -7 | 27 | -4 | · | · | 2 | i

Structural class, those above with an NH in an aromatic ring (five)
SMILES	Rpn11 inh	FAS-TE inh	NadD inh	SKN-1 inh	CSN inh	MLLE-PAM2 inh	Rin1 Abl inh	MT1-MMP act inh	Neddyl block
CC(C)(C)N(Cc1ccccc1)C(=O)CSc1ncn[nH]1	i	-15	-5	-2	-4	-4	4	-1	i
CCc1nc(SCC(=O)Nc2ccccc2C)n[nH]1	i	-3	1	-3	-1	12	0	-5	i
O=C(c1ccc(F)cc1)N1CCC2(CC1)NCCc1[nH]cnc12	i	-6	1	-1	-3	-3	-3	0	i
Cc1ccc(C)c(OCC(=O)NC(Cc2c[nH]c3ccccc23)C(=O)O)c1 (stereo not drawn)	i	-2	2	-6	-3	11	-3	-2	i
CCOC1CCCC(n2cnc3c(=S)nc[nH]c32)O1 (stereo not drawn)	i	-8	2	12	2	17	0	-3	i

More entries:
SMILES	Rpn11 inh	FAS-TE inh	NadD inh	SKN-1 inh	CSN inh	MLLE-PAM2 inh	Rin1 Abl inh	MT1-MMP act inh	Neddyl block
CCOc1ccc(C(=O)C(C)OC(=O)Cn2[nH]c(=O)c3ccccc3c2=O)cc1 (stereo not drawn)	i	-3	-4	-9	3	-9	0	-1	i
COc1ccc(-n2nc(C(=O)NCC(=O)NCc3ccco3)c3ccccc3c2=O)cc1Cl	i	11	1	-43	6	-1	-3	-5	i
C[C@H](NC(=O)c1[nH]cnc1C(=O)Nc1ccccc1F)c1ccccc1	i	10	8	10	0	-8	-2	4	i
CN(C(=O)COn1nnc2ccc(S(=O)(=O)N3CCOCC3)cc21)c1ccccc1	i	-9	2	14	4	0	-2	-1	i
CCCOC(c1ccccc1)(c1ccc(C(F)(F)F)cc1)C(Oc1nc(C)cc(C)n1)C(=O)O (stereo not drawn)	i	6	18	0	-2	-11	0	-9	i
C/C(=N\Nc1ccc([N+](=O)[O-])cc1)c1ccco1	i	1	-1	11	10	-86	-5	-13	i
CN(C(=O)COC(=O)c1ccc([N+](=O)[O-])cc1)c1ccccc1	i	6	-2	2	9	19	2	2	i
Cc1cccc(OCC(O)CN2CCN(S(=O)(=O)c3ccc(C)cc3C)CC2)c1 (stereo not drawn)	i	18	-5	13	1	1	0	4	i
Cn1c(C(C(=O)NCC2CCCO2)N(C(=O)Cn2nnc3ccccc32)C2CCCCC2)nc2ccccc21 (stereo not drawn)	i	-1	-1	0	-3	-5	-3	5	i
CC(C)c1ccc(OCC(O)CN2CCCC2)cc1 (stereo not drawn)	i	-6	-2	7	3	-9	-3	1	i
COc1ccc(CN2CCN(S(=O)(=O)c3ccc(NC(C)=O)cc3)CC2)cc1	i	1	-5	-7	2	-4	2	-6	i

Sorted by value in Rin1 Abl inh (lowest first): 3 from the list above
Compound | Rpn11 inh | NadD inh | SKN-1 inh | CSN inh | MLLE-PAM2 inh | Rin1 Abl inh | MT1-MMP act inh | Neddyl block
C/C(=N\Nc1ccc([N+](=O)[O-])cc1)c1ccco1 | i | -1 | 11 | 10 | -86 | -5 | -13 | i
C[C@H](NC(=O)c1[nH]cnc1C(=O)Nc1ccccc1F)c1ccccc1 | i | 8 | 10 | 0 | -8 | -2 | 4 | i
CCCOC(c1ccccc1)(c1ccc(C(F)(F)F)cc1)C(Oc1nc(C)cc(C)n1)C(=O)O (stereo not drawn) | i | 18 | 0 | -2 | -11 | 0 | -9 | i
